GASC-1 inh: blocks human GASC-1 demethylase activity | GST-JMJD2C(1-420) H3K9me3 demethylation, DELFIA europium | inhibition, % at 2.35 µM | 330,000 compounds, 0.069% hits;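 active means more than half of a compound's replicate wells show inhibition beyond 50%, single wells judged on their own value; inconclusive means some, but no more than half, of replicates pass 50% inhibition; inactive means no replicate passes 50% inhibition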;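 further: signal counts dimethyl H3K9 product captured on neutravidin plate; 0% = median of DMSO wells and 100% = 0.3 times that DMSO median; strong numbers were not always called active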
Target sequence (Q9H3R0 1-420 limits assumed): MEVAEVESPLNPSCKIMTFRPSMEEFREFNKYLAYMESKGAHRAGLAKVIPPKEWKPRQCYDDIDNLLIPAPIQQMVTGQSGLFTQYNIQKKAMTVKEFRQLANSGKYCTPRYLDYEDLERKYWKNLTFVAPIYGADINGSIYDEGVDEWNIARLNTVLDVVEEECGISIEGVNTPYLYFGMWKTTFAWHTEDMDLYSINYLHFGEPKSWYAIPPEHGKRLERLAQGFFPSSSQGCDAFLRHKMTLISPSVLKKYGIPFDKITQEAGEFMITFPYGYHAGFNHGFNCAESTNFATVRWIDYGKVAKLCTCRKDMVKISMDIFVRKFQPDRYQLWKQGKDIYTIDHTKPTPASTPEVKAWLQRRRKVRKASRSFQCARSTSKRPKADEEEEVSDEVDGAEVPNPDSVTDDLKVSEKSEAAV
LAP4 TOR yeast: modulators of TOR pathway LAP4-GFP in S. cerevisiae; S. cerevisiae LAP4-GFP multiplex, flow cytometry GFP, 3 h; median GFP as percent of DMSO wells; GFP response vs DMSO, % at 10 µM; 320,000 compounds, 0.34% hits; AID 2023;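 active means GFP response vs DMSO above a set limit, about the screen mean plus 3 SD, cut at about 150% in these data; inconclusive means under 70 cell events counted for the yeast strain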
RPL19A TOR yeast: alters RPL19A-GFP fluorescence in TOR pathway yeast screen; S. cerevisiae RPL19A-GFP strain, flow cytometry, 3 h; active compounds read low; percent response vs DMSO, % at 10 µM; 330,000 compounds, 0.3% hits;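 active means percent response vs DMSO below 50%; inconclusive means fewer than 70 events counted for the yeast strain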;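 further: median channel GFP fluorescence of the barcoded RPL19A-GFP strain; ratio of sample median GFP to plate DMSO average so 100% = DMSO; lower means less RPL19A-GFP as with rapamycin TOR inhibition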
CIT2 TOR yeast: alters CIT2-GFP fluorescence in TOR pathway yeast screen; S. cerevisiae CIT2-GFP strain, flow cytometry, 3 h; 100 means same as DMSO wells; GFP response vs DMSO, % at 10 µM; 320,000 compounds, 0.065% hits;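 active means GFP response relative to DMSO above a set limit, near the screen mean plus 3 SD, cut at about 150% in these data; inconclusive means Fewer than 70 cells measured for a yeast strain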;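 further: ratio of well median GFP fluorescence to mean of DMSO wells on the plate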
GRK2 aptamer HTS: human GRK2 inhibition via aptamer displacement; bead flow cytometry, FAM-aptamer displacement from GRK2; 330,000 compounds, 0.59% hits; P25098; AID 488847; inhibition of aptamer binding, % at 10 µM;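 active means inhibition of aptamer binding above 40%, roughly 3 SD of noise, on plates passing a quality check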;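 further: median bead fluorescence of bound FAM aptamer so fluorescent compounds give negative values; no value below 0 was filed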
Target sequence (P25098 whole entry, looked up): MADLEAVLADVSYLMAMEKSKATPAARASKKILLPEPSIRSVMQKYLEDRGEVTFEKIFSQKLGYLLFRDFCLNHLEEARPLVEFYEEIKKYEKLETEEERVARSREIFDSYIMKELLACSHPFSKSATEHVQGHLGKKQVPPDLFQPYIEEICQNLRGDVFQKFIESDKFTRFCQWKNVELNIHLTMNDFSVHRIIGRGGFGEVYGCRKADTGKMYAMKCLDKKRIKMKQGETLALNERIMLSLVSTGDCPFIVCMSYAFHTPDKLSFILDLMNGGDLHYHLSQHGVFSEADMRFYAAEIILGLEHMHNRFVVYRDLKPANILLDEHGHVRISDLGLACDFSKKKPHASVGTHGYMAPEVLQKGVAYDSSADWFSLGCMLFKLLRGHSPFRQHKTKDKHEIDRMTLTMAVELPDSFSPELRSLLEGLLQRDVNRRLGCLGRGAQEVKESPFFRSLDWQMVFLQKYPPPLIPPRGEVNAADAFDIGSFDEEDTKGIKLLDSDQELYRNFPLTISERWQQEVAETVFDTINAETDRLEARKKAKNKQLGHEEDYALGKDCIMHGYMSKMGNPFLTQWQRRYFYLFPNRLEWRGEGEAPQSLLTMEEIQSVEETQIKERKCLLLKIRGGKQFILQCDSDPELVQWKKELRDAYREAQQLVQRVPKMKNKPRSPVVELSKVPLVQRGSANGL
AGP1 TOR yeast: modulators of TOR pathway AGP1-GFP in S. cerevisiae | S. cerevisiae AGP1-GFP multiplex flow cytometry, 3 h; GFP as percent of DMSO wells | 320,000 compounds, 0.02% hits | AID 2066 | GFP response vs DMSO, % at 10 µM;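 active means GFP response relative to DMSO above a set limit, near screen average plus 3 SD, cut at about 150% in these data; inconclusive means fewer than 70 cells counted for the yeast strain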;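 further: median GFP channel fluorescence of the gated AGP1 strain per well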
MEP2-GFP yeast: yeast TOR pathway MEP2-GFP modulation | GFP response vs DMSO, % at 10 µM | 330,000 compounds, 0.51% hits | AID 2016 | S. cerevisiae MEP2-GFP strain, flow cytometry GFP, 3 h; 100% = DMSO control level;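 active means GFP response versus DMSO above a set limit, roughly screen mean plus 3 SD, cut at about 180% in these data; inconclusive means fewer than 70 cells counted for a yeast strain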;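 further: median GFP fluorescence of the barcode-gated MEP2-GFP cells per well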
VLA-4 inh: inhibition in a human VLA-4 binding assay | P13612 | VLA-4 expressing cells, ligand binding flow cytometry | inhibition, % (about 7 µM as worked out from the volumes in the protocol) | 330,000 compounds, 0.2% hits; in the data active means inhibition above about 50%
Active calls of the source: *; u = inconclusive; x = no result given; & = joins results of further samples.

SMILES	GASC-1 inh	LAP4 TOR yeast	RPL19A TOR yeast	CIT2 TOR yeast	GRK2 aptamer HTS	AGP1 TOR yeast	MEP2-GFP yeast	VLA-4 inh
COc1ccc(OC)c(/C=N/NC(=O)CNC(=O)c2ccc(S(=O)(=O)N3CCOCC3)cc2)c1	30	96	103	102	0	105	100	-34
CCCCC1C(=O)CC[C@H]2[C@@H]1CC(=O)[C@@H]2C/C=C\CCCC(=O)O (stereo partly drawn)	2	101	103	102	5	91	95	5
COC(=O)[C@]1(Cc2ccccc2)N[C@H](CN(C)S(=O)(=O)c2ccc(C)cc2)[C@@H]2C(=O)N(Cc3ccccc3)C(=O)[C@@H]21	6	86	90	87	0	93	85	-5
CN1CCN(S(=O)(=O)c2ccc(NC(=S)NC(=O)C3CCCCC3)cc2)CC1	-18	109	104	99	1	99	119	5
CC1CCCCN1CCCNC(=O)c1ccc2nc(N3CCCCC3)sc2c1 (stereo not drawn)	-5	98	99	98	0	103	98	48
COc1ccc(OC)c(-c2csc(NC(=O)CSc3ccc(Br)cc3)n2)c1	1	107	106	104	0	103	103	25
O=C(Nc1ccccc1)c1cccnc1Nc1ccccc1	4	111	97	96	3	98	105	2
C=CCSc1nnc2c(n1)OC(c1ccccn1)N(C(C)=O)c1ccccc1-2 (stereo not drawn)	-10	93	97	99	0	97	100	1
CC(=O)Nc1ccc2c(c1)CCC2=O	-9	94	100	95	0	100	104	2
S=c1nc(C2CC2)[nH]c2ccccc12	x	110	93	93	2	101	98	-9
CSCCC(NC(=O)COc1ccccc1)C(=O)N1CCCC(C(F)(F)F)C1 (stereo not drawn)	0	105	102	109	0	113	97	-6
CCN(CC)c1ccc(C(=O)NNC(=O)CN2C(=O)NC3(CCCCC3)C2=O)cc1	37	102	98	97	12	103	99	-7
Cc1nc2ccc(NC(=O)c3cccc(S(=O)(=O)N(C)c4ccccc4)c3)cc2s1	4	99	97	96	0	95	102	11
COCCN(C(=O)COC(=O)CC1CCCCC1)c1c(N)n(Cc2ccccc2)c(=O)[nH]c1=O	-1	72	106	110	0	84	104	11
Cc1ccc(C(=O)NNC(=O)c2ccncc2)cc1S(=O)(=O)N1CCCCC1	12	92	91	92	2	92	94	-9
COc1cccc(NC(=O)N2CCN(c3cccc(C)c3C)CC2)c1	4	108	96	90	2	89	104	-11
Cc1ccc(Cn2ncc3c(N4CCN(C)CC4)ncnc32)cc1	-10	97	95	103	2	107	102	-8
CN1CCN(c2ccc([N+](=O)[O-])cc2C(=O)N2CCCCC2)CC1	3	92	100	99	0	97	102	11
CCCC(=O)OC1CCS(=O)(=O)c2sccc21 (stereo not drawn)	-5	116	96	96	3	98	91	0
COC(=O)[C@]1(Cc2ccccc2)N[C@H](CN(C)S(=O)(=O)c2ccc(C(C)(C)C)cc2)[C@@H]2C(=O)N(Cc3ccccc3)C(=O)[C@@H]21	29	83	90	78	0	86	87	-16
CCOc1ccccc1N1CCN(C(=O)CNC(=O)c2ccc(OC)c(OC)c2)CC1	8	97	99	98	0	95	101	12
COc1ccc(CN2C(=O)C(Cc3ccccc3)Nc3ncnc(N4CCCCC4)c32)cc1 (stereo not drawn)	-18	102	94	92	0	83	105	3
CCCCCCCSc1nsc(N)n1	2	98	94	x	0	87	95	-17
C=CCSc1ncnc2sc(C)c(C)c12	4	83	102	103	5	96	101	-1
CC1=C(C(=O)N2CCOCC2)C(c2ccc(Cl)cc2)NC(=S)N1 (stereo not drawn)	-1	87	101	101	0	93	102	16
Cc1cc2c(s1)c1cnn(CC(=O)NCCc3ccccc3)c(=O)c1n2C	16	81	91	100	0	x	86	-54
COc1ccc(C(=O)NNC(=S)NC2CCCCC2)cc1OC	4	88	97	90	0	97	96	-4
O=C(O)c1cc(S(=O)(=O)Nc2ccc(N3CCCCC3)cc2)ccc1Cl	-2	102	101	110	0	103	96	7
Cn1c(C(=O)NCc2cccs2)cc2oc3ccccc3c21	-7	122	100	93	0	97	110	4
CCCCOc1cc(C(=O)NCCN(CC)CC)c2ccccc2n1	6&-8	88&129	94&96	74&83	0&0	75&80	79&92	48&-3
O=C(CSc1ncccc1C(=O)O)NCCC1=CCCCC1	2	104	101	100	0	100	105	14
CCCN1CCC(CCOc2ccccc2)(C(=O)OCC)CC1	2	97	107	105	0	103	110	17
Cc1nn(-c2ccccc2)c(NC(=O)c2cccs2)c(-c2ccccc2)c1=O	0	90	104	96	1	91	104	26
COc1cc(SC)ccc1C(=O)Nc1ccncc1	-10	92	101	104	0	98	101	17
Cc1c(C(=O)Nc2ccc3c4c(cccc24)CC3)cccc1[N+](=O)[O-]	-1	95	100	92	2	94	96	27
CCN(CC(=O)Nc1cc(Cl)ccc1C)C(=O)c1ccc(=O)n(Cc2ccccc2)n1	-5	102	99	104	6	102	95	-4
CCOc1ccc(C(c2c(O)nc(SC)[nH]c2=O)c2c(O)nc(SC)[nH]c2=O)cc1	-1	x	102	x	0	x	104	0
COc1cccc(N=C(N)N)c1	-1	92	109	103	1	104	109	4
Cc1ccc(-c2nc3cccnc3s2)cc1NS(C)(=O)=O	-8	117	102	102	4	89	105	-13
O=C(OCc1nnc(-c2ccc([N+](=O)[O-])cc2)o1)C1CC(=O)N(CCc2ccccc2)C1 (stereo not drawn)	2	97	94	92	0	93	92	-1
COC(=O)c1sc(-c2ccc(Cl)cc2)cc1NC(=O)COCC(=O)O	-27	121	94	82	0	93	97	4
COc1ccc(-n2cc(-c3ccc(OC)c(OC)c3)[nH]c2=S)cc1	3	106	106	104	4	103	112	8
Cc1ccc(-n2c(C)cc(C(=O)CSc3n[nH]c(N)n3)c2C)cc1	0	103	97	100	3	101	105	10
O=C(O)c1cccc(S(=O)(=O)N2CCSCC2)c1	-5	89	97	x	6	96	99	5
Cc1[nH]n(-c2ccc(Cl)cc2)c(=O)c1C(=O)c1ccccc1	15	91	96	78	0	98	95	-4
COc1ccc(C(=O)NCc2nnc(SCC(=O)N3CCCc4ccccc43)o2)cc1OC	1	u	u	u	0	u	u	-3
O=C(Nc1ccc(CN2CCOCC2)cc1)c1cc(Cl)ccc1Cl	15	92	96	96	0	96	96	8
CC(C)c1ccccc1NC(=O)CNCCOc1ccccc1F	-32	101	103	110	4	107	104	7
CCOC(=O)c1c(NC(=O)c2cccs2)sc(CC)c1-c1cccs1	3	95	98	74	0	65	104	-4
Cc1cc(=O)oc(C)c1C(=O)NCCCN1CCN(c2ccc(F)cc2)CC1	-15	91	90	91	0	93	93	-4
CCCCC/C=N\NC(=O)Cc1ccc([N+](=O)[O-])cc1	-2	99	110	106	0	103	107	-1
COc1ccc(-n2cc(CN(C)C(C)c3ccncn3)c(-c3cccc(F)c3)n2)cc1 (stereo not drawn)	2	99	98	100	1	96	100	-6
CN1CCN(c2nc3c(c(=O)[nH]c(=O)n3C)n2Cc2cccc(Br)c2)CC1	2	84	102	100	0	97	106	6
Cc1nc2nc(SCC(=O)NCc3ccco3)nn2c(C)c1Cc1ccccc1	7	x	94	85	1	93	95	8
CN(c1ncc(C(F)(F)F)cc1Cl)N1C(=O)c2cccc([N+](=O)[O-])c2C1=O	-17	91	96	89	57*	90	92	24
CCOC(=O)Cc1ncccc1C(=O)Nc1ccc(Oc2ccccc2)cc1	-6	104	99	103	5	103	102	12
COCCn1cc(C(=O)N2CCN(C)CC2)c2c3ccccc3n(C)c2c1=O	4	92	103	x	1	101	102	1
Cc1c(C(=O)NCc2cccnc2)oc2ccc(S(=O)(=O)N3CCCCCC3)cc12	1	88	94	91	1	93	90	11
CN(CCOc1ccc(Cl)cc1)C(=O)c1cc(S(=O)(=O)N2CCOCC2)ccc1N1CCCC1	-11	106	96	91	0	98	98	12
CN1CC(=O)Nc2ccccc2C1=O	7	96	100	102	1	96	103	42

A second format for 2 compounds above.
Compound,GASC-1 inh,LAP4 TOR yeast,RPL19A TOR yeast,CIT2 TOR yeast,GRK2 aptamer HTS,AGP1 TOR yeast,MEP2-GFP yeast,VLA-4 inh
O=C(Nc1ccc(CN2CCOCC2)cc1)c1cc(Cl)ccc1Cl,15,92,96,96,0,96,96,8
CC(C)c1ccccc1NC(=O)CNCCOc1ccccc1F,-32,101,103,110,4,107,104,7

(further entries)
SMILES	GASC-1 inh	LAP4 TOR yeast	RPL19A TOR yeast	CIT2 TOR yeast	GRK2 aptamer HTS	AGP1 TOR yeast	MEP2-GFP yeast	VLA-4 inh
O=C(NCC(=O)N(c1cccnc1)C(C(=O)NC1CCCCC1)c1ccccc1)c1ccco1 (stereo not drawn)	8	99	102	100	0	99	104	6
Cn1c(SCC(=O)NC2CCS(=O)(=O)C2)nc2ccccc21 (stereo not drawn)	6	108	95	97	0	103	100	-5
CCN(C[C@H]1N[C@@](C)(C(=O)OC)[C@H]2C(=O)N(Cc3ccccc3)C(=O)[C@@H]12)S(=O)(=O)c1ccc(OC)cc1	19	88	90	91	0	91	87	-4
CCOC(=O)N1CCN(C(=O)c2cccc(OC)c2O)CC1	2	93	92	97	2	96	94	11
COc1ccc(OC)c(N/C=C/C(=O)c2ccc(OC)c(OC)c2)c1	4	93	98	97	0	94	101	-2
COc1ccc(C(CCN(Cc2ccc(OC)c(OC)c2)C(C)=O)c2ccccc2)cc1 (stereo not drawn)	1	98	104	103	2	99	103	3
O=C(CSc1ccc([N+](=O)[O-])cc1)Nc1cccc(S(=O)(=O)N2CCOCC2)c1	-4	105	99	98	0	103	102	16
Cc1ccc(C2NS(=O)(=O)N=C2N)cc1 (stereo not drawn)	-1	96	88	101	5	85	95	-8
CCCN(N=Nc1cccc([N+](=O)[O-])c1)c1cccc([N+](=O)[O-])c1	-31	100	99	90	0	98	103	6
Cc1[nH]nc2c1C1(C(=O)N(Cc3ccc(Cl)cc3)c3ccccc31)C(C#N)=C(N)O2 (stereo not drawn)	4	101	100	97	4	100	107	-3
OCCC1CN(Cc2ccc3ncccc3c2)CCN1Cc1ccccc1 (stereo not drawn)	-21	103	96	107	2	102	99	4
O=C(CCC(=O)Nc1ccccc1)NCCO	-19	101	100	97	2	99	102	-1
Cc1ccc(C(=O)N/C(=C\c2ccccc2)C(=O)NCCN2CCOCC2)cc1	2	102	105	105	2	105	111	7
C=CCn1c(=O)c2c(nc3n2CCN3c2cccc(Cl)c2C)n(C)c1=O	6	101	105	107	0	104	104	6
CC(=O)N(c1nc(/C=C\C(=O)O)cs1)c1ccccc1F	20	107	113	109	2	117	109	1
O=C(NC(=S)NCC1CCCO1)c1cccs1 (stereo not drawn)	0	78	93	90	0	87	93	3
CCOc1ccc(CCNC(=O)COC(=O)c2cc(OC)c(OC)c(OC)c2)cc1OCC	-10	94	99	104	0	102	96	11
Nc1nonc1-n1nnc(C(=O)N/N=C/c2c(F)cccc2Cl)c1-c1ccc2c(c1)OCO2	-12	99	100	99	0	102	103	-1
CCC(C)(C)NC(=O)C(c1ccc(F)cc1)N(Cc1ccco1)C(=O)c1cnccn1 (stereo not drawn)	-3	98	101	101	4	106	95	16
O=C(CSc1nnnn1-c1cccnc1)Nc1ccc(OCc2ccccc2)cc1	-5	105	102	100	0	105	99	9
COc1ccc(S(=O)(=O)c2c(O)c3ccc(C(=O)Nc4ccc(F)cc4F)cc3[nH]c2=O)cc1	6	93	97	104	0	101	93	28
C#CCOCCOCCOCCNc1nc(N2CCN(C(=O)[C@H]([C@@H](C)CC)n3cc([C@@H](N)CC(C)C)nn3)CC2)nc(N2CCN(C(=O)[C@H](CCCCN)n3cc([C@@H](N)CC(C)C)nn3)CC2)n1	-24	102	107	98	0	95	92	-2

Bioassay records from PubChem BioAssay.
